# NADH enzymes = inhibition of NAD/NADH coupling enzymes, library profiling; 65,000 tested, 0.02% active; coupled PK/LDH NADH assays, four targets; AID 774; IC50, µM (doses to about 10 µM), for inactives: top-dose inhibition;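 active means single-dose screening hits from any of four coupled enzyme assays that gave an IC50 when retested across doses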;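 further: the DPM-DC format reads NADH fluorescence rather than 340 nm absorbance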
# M1 ag = activates the M1 muscarinic receptor. B-score at 10 µM. AID 626. 64,000 tested, 3% active. CHO-M1 cells, Fluo-4 calcium fluorescence, agonist mode; stronger effect = higher value;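 active means fluorescence rise, raw or as B-score row- and column-corrected plate score, outside the 99.7% band of its plate's samples, either direction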
# Fluor 339 460 = intrinsic fluorescence of library compounds, ex339/em460 – biochemical, MLSMR library, data from DPM-DC assay, artefact control, profiling panel. AID 709. fluorescence fold increase at 10 µM. 65,000 tested, 5.5% active. compound autofluorescence, ex339/em460 nm, NADH buffer; stronger effect = higher value; 1 = no-compound wells, NADH background;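 active means at 10 µM, mean starting fluorescence two-fold or more over control wells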;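 further: signal is the first read of a kinetic run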
# SF-1 act = activators of human nuclear receptor SF-1 | Q13285 | AID 522 | activation, % at 10 µM | CHO-K1 Gal4-SF-1 LBD luciferase reporter; % increase over DMSO SF-1-specific signal | 65,000 tested, 1.9% active;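 active means activation above the mean activation of all tested compounds plus 3 SD, cut at about 50% in these data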
#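 Material: Gal4–SF-1 LBD one-hybrid luciferase reporter in CHO-K1 cells | Amount: 4,000 cells per well | Compound dosing: 10 µM single point, 1% DMSO | Schedule: 20 h compound treatment, 37 °C | Measured by: SteadyLite luciferase luminescence | Evaluation: Percent activation versus DMSO | Control set: DMSO-treated SF-1-transfected cells as negative, DMSO-treated mock-transfected cells lacking SF-1 as background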
# TNAP act mid DEA = human TNAP activation, intermediate phosphate acceptor; P05186; purified TNAP, CDP-star luminescence, 100 mM DEA, 30 min; stronger effect = higher value; scale: 0 levamisole-inhibited, 1 vehicle-only enzyme; activation factor at 20 µM; 64,000 tested, under 10 active; AID 813;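 active means activation factor of at least 2 at 20 µM, relative to controls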
# Ecoli tolC = growth inhibitors of E. coli BW25113 tolC mutant. AID 573. 65,000 tested, 2.2% active. OD615. growth inhibition, % at 10 µM (by protocol);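 active means growth inhibition at or above a cutoff equal to the mean over every tested compound plus 3 SD, cut at about 60% in these data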;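 further: growth measured after 20 h incubation at 37 °C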
#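 Assay system: tolC-deleted E. coli BW25113. Medium: kanamycin-containing LB broth (50 µg/mL). Dosing: 10 µM final, single dose. Timing: bacterial growth with compound for 20 h at 37 °C. Detection: A615 absorbance measurement. Read-out basis: growth inhibition in percent.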
# Ec RNAP inh = blocks E. coli RNA polymerase transcription. P0A8V2. fluorescence transcription assay. inhibition, %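 (tested at 10 µM)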. 62,000 tested, 0.2% active. AID 559; in the data active means inhibition above about 20%;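 further: 0% = enzyme without compound and 100% = no enzyme blank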
# RORa activator = activates the human nuclear receptor RORA. P35398. CHO-K1 Gal4-RORA LBD luciferase reporter, luminescence; percent increase over mock-subtracted basal signal. activation, % at 10 µM. 65,000 tested, 1.5% active;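 active means activation above the mean of all tested compounds plus 3 SD, cut at about 49% in these data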;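 further: 0% = DMSO-treated RORA cells and 100% = added signal equal to DMSO minus mock-transfected cells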
# Target sequence (P35398 whole entry, looked up, the tested form may be a part): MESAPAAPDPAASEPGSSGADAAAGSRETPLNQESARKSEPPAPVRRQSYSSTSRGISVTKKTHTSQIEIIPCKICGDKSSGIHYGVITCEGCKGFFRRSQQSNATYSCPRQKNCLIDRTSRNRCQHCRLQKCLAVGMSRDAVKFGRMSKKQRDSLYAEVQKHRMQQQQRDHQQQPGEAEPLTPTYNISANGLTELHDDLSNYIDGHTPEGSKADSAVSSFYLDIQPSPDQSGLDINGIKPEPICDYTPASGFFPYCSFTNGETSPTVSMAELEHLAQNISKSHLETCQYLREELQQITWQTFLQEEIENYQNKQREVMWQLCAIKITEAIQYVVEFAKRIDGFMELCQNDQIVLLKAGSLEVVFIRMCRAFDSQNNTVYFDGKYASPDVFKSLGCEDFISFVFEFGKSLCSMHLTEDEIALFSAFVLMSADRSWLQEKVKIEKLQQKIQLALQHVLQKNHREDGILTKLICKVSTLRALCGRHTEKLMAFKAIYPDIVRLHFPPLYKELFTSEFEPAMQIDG
# M1 antag = blocks the rat M1 muscarinic receptor response to acetylcholine | CHO-M1 cells, Fluo-4 calcium, ACh EC80 antagonist mode; stronger effect = lower value | B-score at 10 µM | 64,000 tested, 3.4% active | AID 628;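 active means calcium fluorescence response, raw or row-and-column corrected B-score, differing from the plate sample mean either way at a set confidence level, mostly lower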
# Target sequence (P08482 whole entry, looked up): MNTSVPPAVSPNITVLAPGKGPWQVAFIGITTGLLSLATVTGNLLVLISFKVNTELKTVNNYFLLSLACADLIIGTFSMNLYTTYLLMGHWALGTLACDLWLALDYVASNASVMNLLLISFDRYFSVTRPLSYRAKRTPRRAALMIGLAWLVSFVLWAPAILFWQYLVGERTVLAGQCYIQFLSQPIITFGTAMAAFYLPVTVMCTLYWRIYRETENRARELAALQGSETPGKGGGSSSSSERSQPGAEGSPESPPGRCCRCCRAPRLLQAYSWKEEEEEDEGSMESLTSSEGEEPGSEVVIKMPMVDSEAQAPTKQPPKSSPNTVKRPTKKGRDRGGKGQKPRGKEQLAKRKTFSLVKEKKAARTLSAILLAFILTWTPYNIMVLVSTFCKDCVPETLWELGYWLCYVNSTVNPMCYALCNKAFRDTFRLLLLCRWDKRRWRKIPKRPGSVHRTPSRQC
# Numbers without * were called inactive; . = not tested or not shown.
SMILES,NADH enzymes,M1 ag,Fluor 339 460,SF-1 act,TNAP act mid DEA,Ecoli tolC,Ec RNAP inh,RORa activator,M1 antag
COc1ccc(CC(=O)Nc2ccc(S(=O)(=O)NCC3CCCO3)cc2)cc1 (stereo not drawn),7.0%,1.73,1.11,-7.0,1,-11.6,2.1,-0.9,-2.7
Cc1ccsc1C1C(C(=O)O)c2ccccc2C(=O)N1C (stereo not drawn),79.0%,.,1.25,-20.9,1,-13.2,0.1,-20.5,.
Cc1ccc(-n2ncc3c(N4CCC5(CC4)OCCO5)ncnc32)c(C)c1,10.0%,1.2,0.66,24.1,1,2.9,13.2,30.8,-1.61
CCN1C(=O)CS/C1=N\c1nccs1,11.0%,0.514,1.04,-15.8,1,-9.9,4.6,-30.5,1.21
CC(=O)OC(Cn1ccnc1)c1ccccc1 (stereo not drawn),5.0%,0.272,1,-9.2,1,-6.3,-8.9,-18.1,0.487
COCCn1c(SCC#N)nnc1-c1ccc2c(c1)OCO2,1.0%,0.000546,1.08,5.3,0.9,-19.8,-8.7,-0.9,0.379
Cc1nnc(SCc2ccc(Cl)cc2)n1CC1CCCO1 (stereo not drawn),5.0%,-0.0576,1.03,-18.3,0.9,-10.2,-2.6,1.5,0.909
Cc1onc(-c2ccccc2Cl)c1C(=O)Nc1ccccc1C(=O)NC(C)C,5.0%,1.5,1.15,-1.6,0.9,22.1,1.6,-1.7,0.104
CCOC(=O)Cn1c(CN2CCN(c3cccc(Cl)c3)CC2)nc2c1c(=O)[nH]c(=O)n2C,3.0%,-0.534,1.02,4.6,0.8,-3.6,11.6,0.9,0.108
CCc1ccc2oc(=O)cc(CN(C)Cc3ccccc3)c2c1,0.0%,-1.03,1.2,6.8,0.9,100.0*,-4.1,4.6,-0.0236
COc1ccc(NC(=O)c2cc(CN3C(=O)c4ccccc4C3=O)ccc2OC)cn1,14.0%,0.0631,1.17,7.2,1,4.4,8.9,33.6,0.0935
COc1cc(C2C(C(=O)OC(C)C)=C(C)Nc3ncnn32)cc(OC)c1OC (stereo not drawn),8.0%,-0.106,1.08,18.1,1,-11.2,7.6,-4.8,-0.075
O=C(OC(C(=O)NCC1CCCO1)c1ccc(F)cc1)c1ccco1 (stereo not drawn),5.0%,0.0351,0.98,1.3,1,-16.9,3.9,8.9,-0.0539
CCOC(=O)c1ncn2c1C(=O)OC2(C)C,11.0%,.,1.5,7.7,0.9,-12.0,5.4,-11.9,.
CCOC(=O)C1CCN(C(=O)C2CCN(S(=O)(=O)c3cc(Cl)ccc3Cl)CC2)CC1,3.0%,-1.06,1.08,-3.3,0.9,21.7,9.9,8.5,-0.0612
Cc1ccccc1Cn1nnc(-c2cccc(C(=O)O)c2)n1,2.0%,0.586,1.11,11.1,1,0.5,4.4,13.8,-0.501
N#CC1=C(N)Oc2cc(O)ccc2C1c1ccncc1 (stereo not drawn),5.0%,0.0591,1.1,2.0,0.9,-0.5,4.5,-12.2,0.441
COc1ccccc1CNC(=O)COC(=O)c1ccc(S(=O)(=O)N2CCCC2)cc1,7.0%,0.445,1.13,-7.9,0.9,-6.3,2.0,-18.7,-0.073
CCc1ccccc1NC1=NCC(=O)N1Cc1ccc2c(c1)OCO2,6.0%,.,1.04,1.7,1,16.4,3.5,-16.6,.
CCN(CCCNC(=O)C1CCCN(S(=O)(=O)c2cnc[nH]2)C1)c1ccccc1 (stereo not drawn),3.0%,1.26,1.04,-1.2,0.9,1.2,4.4,-11.5,-0.0782
S=c1[nH]nc(COc2ccc(Cl)cc2)o1,8.0%,-0.0385,1.09,-3.3,0.9,21.5,9.2,-1.1,0.68
Cc1c(NC(=O)CN2C(=O)c3cccc4cccc2c34)c(=O)n(-c2ccccc2)n1C,4.0%,0.0285,1.43,21.0,.,4.7,.,-5.5,0.54
COc1ccccc1CC1(C)NC(=O)N(CC(=O)N2CC(C)OC(C)C2)C1=O (stereo not drawn),6.0%,-0.532,1.07,-3.5,0.9,-5.5,10.9,-1.6,1.44
Cc1ccc(OCC(=O)OC2CCS(=O)(=O)C2)cc1 (stereo not drawn),4.0%,0.0162,1.14,-8.0,0.9,-7.0,2.1,-3.9,-0.00143

# Copied from above, 2 compounds:
SMILES,NADH enzymes,M1 ag,Fluor 339 460,SF-1 act,TNAP act mid DEA,Ecoli tolC,Ec RNAP inh,RORa activator,M1 antag
COc1ccc(CC(=O)Nc2ccc(S(=O)(=O)NCC3CCCO3)cc2)cc1 (stereo not drawn),7.0%,1.73,1.11,-7.0,1,-11.6,2.1,-0.9,-2.7
Cc1ccsc1C1C(C(=O)O)c2ccccc2C(=O)N1C (stereo not drawn),79.0%,.,1.25,-20.9,1,-13.2,0.1,-20.5,.

# The list continues:
SMILES,NADH enzymes,M1 ag,Fluor 339 460,SF-1 act,TNAP act mid DEA,Ecoli tolC,Ec RNAP inh,RORa activator,M1 antag
CC(C)Sc1nnc2n(CCc3ccccc3)c(=O)c3c4c(sc3n12)COC(C)(C)C4,3.0%,-0.909,1.13,-17.6,0.9,1.0,3.2,-5.8,-0.0674
Cc1n[nH]c(C)c1S(=O)(=O)N(CC(=O)Nc1ccc2c(c1)OCCO2)c1ccc(C(C)C)cc1,2.0%,0.0885,0.99,-4.9,1,65.9*,7.2,27.0,-0.0349
CC(C)(C)NC(=O)Cn1c(=O)oc2cc(S(=O)(=O)N3CCc4ccccc43)ccc21,5.0%,-0.089,1.07,5.1,1,8.7,-3.8,2.9,-2.38*
CCOC(=O)c1cnc2c(OC)cccc2c1N1CCN(c2ccc(OC)cc2)CC1,2.0%,1.29,1.01,3.0,0.8,54.0,9.4,-0.4,-0.0847
CCOC(=O)N1CCC(NC(=O)CSCc2nc(-c3ccc(OC)c(OC)c3)oc2C)CC1,10.0%,0.812,1.16,3.0,0.9,-5.6,6.4,-1.8,0.0883
O=C(O)c1cn(-c2ccccc2)nc1-c1cccnc1,0.0%,0.94,1.13,-0.1,0.9,-13.6,6.0,3.8,0.561
C=C(C)Cn1c(COc2ccccc2)nnc1SCC(=O)O,23.0%,0.965,1.44,2.6,0.9,3.2,11.0,13.4,-0.361
Cc1c(C(=O)NCc2ccccc2)oc2c1C(=O)CCC2,10.0%,-1.33,1.01,0.7,0.9,-2.0,9.2,14.5,0.38
Cn1cccc1Cc1nnc(SCC(=O)NC2CCCCC2)n1CCc1ccccc1,6.0%,0.37,1.1,-5.9,1,9.9,6.4,-7.6,0.39
Cc1ccc(-n2c(C)cc(C(=O)CSc3nncs3)c2C)cc1,4.0%,1.51,0.97,-9.4,1,38.9,-0.3,29.4,-2.02
COC(=O)C1(C(=O)OC)Sc2ccccc2C1=O,6.0%,0.461,1.37,-6.9,0.9,-14.6,-6.5,-5.5,0.0179
O=C(Nc1ccc(-c2cn3ccsc3n2)cc1)C1CCCC1,7.0%,0.271,1.12,58.5*,0.9,13.8,6.0,29.9,-0.34

# Sorted by formula weight (smallest number first): twelve of the compounds above.
SMILES,NADH enzymes,M1 ag,Fluor 339 460,SF-1 act,TNAP act mid DEA,Ecoli tolC,Ec RNAP inh,RORa activator,M1 antag
O=C(O)c1cn(-c2ccccc2)nc1-c1cccnc1,0.0%,0.94,1.13,-0.1,0.9,-13.6,6.0,3.8,0.561
COC(=O)C1(C(=O)OC)Sc2ccccc2C1=O,6.0%,0.461,1.37,-6.9,0.9,-14.6,-6.5,-5.5,0.0179
Cc1ccc(OCC(=O)OC2CCS(=O)(=O)C2)cc1 (stereo not drawn),4.0%,0.0162,1.14,-8.0,0.9,-7.0,2.1,-3.9,-0.00143
O=C(Nc1ccc(-c2cn3ccsc3n2)cc1)C1CCCC1,7.0%,0.271,1.12,58.5*,0.9,13.8,6.0,29.9,-0.34
C=C(C)Cn1c(COc2ccccc2)nnc1SCC(=O)O,23.0%,0.965,1.44,2.6,0.9,3.2,11.0,13.4,-0.361
Cc1ccc(-n2c(C)cc(C(=O)CSc3nncs3)c2C)cc1,4.0%,1.51,0.97,-9.4,1,38.9,-0.3,29.4,-2.02
COc1ccccc1CC1(C)NC(=O)N(CC(=O)N2CC(C)OC(C)C2)C1=O (stereo not drawn),6.0%,-0.532,1.07,-3.5,0.9,-5.5,10.9,-1.6,1.44
Cc1c(NC(=O)CN2C(=O)c3cccc4cccc2c34)c(=O)n(-c2ccccc2)n1C,4.0%,0.0285,1.43,21.0,.,4.7,.,-5.5,0.54
CCOC(=O)c1cnc2c(OC)cccc2c1N1CCN(c2ccc(OC)cc2)CC1,2.0%,1.29,1.01,3.0,0.8,54.0,9.4,-0.4,-0.0847
CC(C)Sc1nnc2n(CCc3ccccc3)c(=O)c3c4c(sc3n12)COC(C)(C)C4,3.0%,-0.909,1.13,-17.6,0.9,1.0,3.2,-5.8,-0.0674
CCOC(=O)N1CCC(NC(=O)CSCc2nc(-c3ccc(OC)c(OC)c3)oc2C)CC1,10.0%,0.812,1.16,3.0,0.9,-5.6,6.4,-1.8,0.0883
Cc1n[nH]c(C)c1S(=O)(=O)N(CC(=O)Nc1ccc2c(c1)OCCO2)c1ccc(C(C)C)cc1,2.0%,0.0885,0.99,-4.9,1,65.9*,7.2,27.0,-0.0349

# Next records follow:
SMILES,NADH enzymes,M1 ag,Fluor 339 460,SF-1 act,TNAP act mid DEA,Ecoli tolC,Ec RNAP inh,RORa activator,M1 antag
CCn1c(Cc2cccn2C)nnc1SCC(=O)c1ccc(C)cc1,5.0%,0.312,1.12,25.3,0.9,6.1,-0.2,-7.7,0.00941
O=C(c1cccnc1)N1CCN(S(=O)(=O)c2ccc(S(=O)(=O)N3CCCC3)cc2)CC1,5.0%,-0.174,1.14,-6.7,0.9,-16.8,6.0,-18.0,0.669
COC(=O)CSC1=C(C#N)C(=O)NC2(CCCCC2)S1,8.0%,-0.638,0.99,10.0,0.9,1.4,10.5,17.8,-0.382
CCc1ccccc1NC(=O)CSC1=C(C#N)C(c2ccc3c(c2)OCO3)C2=C(CCCC2=O)N1 (stereo not drawn),4.0%,-0.106,1.18,-18.5,0.9,48.2,2.7,-19.1,0.0225
O=C(NC1=NCCS1)NC12CC3CC(CC(C3)C1)C2,2.0%,0.0653,1.06,2.1,0.9,26.8,6.5,-9.6,-0.037
COc1ccc(NC(=O)CCc2nc(-c3ccc(C)cc3)no2)c(OC)c1,5.0%,-0.0265,1.14,-3.1,0.9,-17.0,-1.6,-7.0,-0.196
COc1cc(OC)c(NC(=O)c2ccc(Br)o2)cc1Cl,5.0%,-0.351,1.09,8.9,1,4.8,7.1,3.9,0.263
Cc1ccc(NC(=O)c2ccco2)c(NC(=O)c2cccs2)c1,1.0%,0.0679,1.01,-3.0,0.8,-6.1,-2.6,-12.9,-3.89*
Cc1ccc(NC2=NC(c3ccc(O)cc3)n3c(nc(C)cc3=O)N2)cc1 (stereo not drawn),6.0%,0.683,1.33,-3.0,0.9,0.7,7.3,-13.3,0.38
CCN(CC)S(=O)(=O)c1cccc(C(=O)Nc2ccccc2C(=O)N2CCOCC2)c1,4.0%,-1.55,1.1,-10.0,0.9,-7.2,3.1,-11.9,0.277
Nc1nc(CN2CCN(c3ccc(F)cc3)CC2)nc(N2CCCc3ccccc32)n1,2.0%,0.0651,1.17,-8.0,0.9,52.1,9.8,1.1,-0.0694
